Kir21 block: inhibitors of mouse Kir2.1 inward-rectifier potassium channel. 0.85% of 310,000 active. HEK293-Kir2.1, FluxOR thallium flux fluorescence; active compounds read low. B-score at 10 µM. Inward rectifier potassium channel 2 (Mus musculus), P35561;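 active = fluorescence ratio B-score at or below minus 3 SD of library scores, with starting-brightness B-score within 2 SD, cut at about -4.2 in these data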;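 also: channel flux triggered by added potassium and thallium sulfate stimulus; B-score of peak minus minimum fluorescence over baseline after thallium stimulus; more negative B-score means stronger Kir2.1 block with less thallium influx; some compounds called inactive have numbers as strong as hits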
KCNQ2 block: KCNQ2 potassium channel inhibitors, primary screen, cell-based, CHO-K1, FluxOR thallium flux, B-score (AID 2156). Potassium voltage-gated channel subfamily KQT member 2 (Rattus norvegicus), O88943. 20 min; active compounds read low. B-score at 10 µM. 1.1% of 310,000 active;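 active = fluorescence ratio B-score at most minus 3 library SDs, with starting brightness B-score within 2 library SDs, cut at about -5.5 in these data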
Target sequence (O88943 whole entry, looked up): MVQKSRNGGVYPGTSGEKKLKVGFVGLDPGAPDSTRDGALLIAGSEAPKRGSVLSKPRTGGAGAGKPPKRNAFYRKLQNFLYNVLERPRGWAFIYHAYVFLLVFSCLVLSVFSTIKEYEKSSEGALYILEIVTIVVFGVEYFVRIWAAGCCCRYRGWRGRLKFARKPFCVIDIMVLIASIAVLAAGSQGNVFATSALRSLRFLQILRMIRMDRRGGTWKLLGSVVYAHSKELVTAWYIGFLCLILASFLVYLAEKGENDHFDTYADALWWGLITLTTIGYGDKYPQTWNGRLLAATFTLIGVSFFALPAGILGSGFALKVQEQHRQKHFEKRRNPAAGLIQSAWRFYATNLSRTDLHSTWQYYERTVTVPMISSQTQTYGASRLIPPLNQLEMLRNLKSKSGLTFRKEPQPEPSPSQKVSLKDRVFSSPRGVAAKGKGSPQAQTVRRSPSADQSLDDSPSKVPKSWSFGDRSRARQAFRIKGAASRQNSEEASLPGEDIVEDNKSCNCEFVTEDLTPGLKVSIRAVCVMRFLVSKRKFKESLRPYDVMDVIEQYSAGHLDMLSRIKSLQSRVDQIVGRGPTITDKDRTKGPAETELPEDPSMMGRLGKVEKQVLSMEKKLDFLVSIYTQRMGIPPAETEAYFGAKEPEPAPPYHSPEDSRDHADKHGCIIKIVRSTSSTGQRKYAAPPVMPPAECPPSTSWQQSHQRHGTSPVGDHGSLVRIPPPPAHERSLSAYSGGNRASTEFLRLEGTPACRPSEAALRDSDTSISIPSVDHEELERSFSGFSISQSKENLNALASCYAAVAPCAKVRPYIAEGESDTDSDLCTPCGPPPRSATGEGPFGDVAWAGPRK
Starred values were filed as active, the others as inactive; i = inactive.

Start of the data: the first 4 entries, to show the layout:
Kir21 block	KCNQ2 block	SMILES
0.81	i	Cc1ccc(CNC(=O)C2CCN(S(=O)(=O)N3CCCCC3)CC2)cc1
-0.43	i	COc1ccc(-c2nnc(NC(=O)c3cc(C)on3)s2)cc1
3.6	i	Cn1cnnc1SCC(=O)c1ccc2c(c1)CCCC2
0	i	O=C(NCc1ccccc1)c1ccc(-c2ccccc2F)o1

This part in full (from the top)
Kir21 block	KCNQ2 block	SMILES
0.81	i	Cc1ccc(CNC(=O)C2CCN(S(=O)(=O)N3CCCCC3)CC2)cc1
-0.43	i	COc1ccc(-c2nnc(NC(=O)c3cc(C)on3)s2)cc1
3.6	i	Cn1cnnc1SCC(=O)c1ccc2c(c1)CCCC2
0	i	O=C(NCc1ccccc1)c1ccc(-c2ccccc2F)o1
-1.5	i	CCOc1cc(CNc2ccc3cn[nH]c3c2)ccc1OC
0.04	i	CCC(=O)NNc1nc2c(C)c(C)ccc2s1
1.7	i	Nc1c2c(=O)oc(-c3ccccc3)cc2nn1-c1ccccc1
1.3	i	O=C(O/N=C1\CCS(=O)(=O)c2sccc21)C1CC1
1.1	i	O=C(CNC(=S)N(CCCN1CCOCC1)Cc1cccs1)N1CCCC1
-0.5	i	O=C(C1COc2ccccc2O1)N1CCN(c2ccccn2)CC1 (stereo not drawn)
-1.5	i	Cc1csc(SCC(=O)N2CCCC2)n1
0.66	i	CCC(C)(C)NC(=O)C(c1ccncc1)N(C(=O)Cn1nnc2ccccc21)c1cc2c(cc1C(C)=O)OCO2 (stereo not drawn)
-0.03	i	C/C(N)=C(/C#N)C(=O)COC(=O)c1cc2c(s1)CCCC2
-0.64	i	O=C(CCN1C(=O)/C(=C/c2cccc(Br)c2)SC1=S)NNC(=O)c1cccnc1
0.01	i	O=C(NCCCNC(=O)c1cncc(O)c1)c1cncc(O)c1

New compounds follow:
Kir21 block	KCNQ2 block	SMILES
-0.65	i	CC(=O)Nc1ccc(NC(=O)C(C)OC(=O)CNS(=O)(=O)c2ccc(Br)cc2Cl)cc1 (stereo not drawn)
-1.3	i	CCn1c(=O)cc(OCC(=O)Nc2nc(C)cs2)c2ccccc21
-0.4	i	c1ccc(-c2ccccn2)nc1
-0.29	i	CN1CCN(C(=O)CN(CCc2ccccc2)S(C)(=O)=O)CC1
0	i	Cc1ccc(C(=O)NC2CC(C)(C)NC(C)(C)C2)cc1
-0.27	i	Cc1cccc(Cc2c(C)nc3nc(SCC(=O)NCc4ccco4)nn3c2C)c1
0.13	i	Cc1nc(C(=O)N2CCCC(Nc3ccc(C)c(C)c3)C2)cs1 (stereo not drawn)
-0.07	i	COCCNC(=O)Cn1cnc2ccc(S(=O)(=O)N3CCC(C)CC3)cc2c1=O
-4	i	Clc1ccc(OCCn2ccnc2)c2ccccc12
-0.04	i	O=C(NCc1ccccn1)c1cc(S(=O)(=O)N2CCCCCC2)ccc1Cl
-1.1	i	Fc1ccc(N2N=C(c3cccs3)CC2c2ccco2)c(F)c1 (stereo not drawn)
2.9	i	CN(C)c1ccc(CNn2cnnc2SCC(=O)NC(C)(C)C)cc1
0.77	i	COc1ccc(CNc2nc(-c3cccnc3)nn2C(=O)C(C)C)cc1
0.15	i	CN(C)C(=O)C(=O)c1cccn1-c1ccccc1C#N
0.43	i	CN(C)C(=O)c1cc(C(=O)c2c(F)cccc2F)c[nH]1

Further compounds
Kir21 block	KCNQ2 block	SMILES
-0.8	i	O=C1OCCC1Sc1nc2ccccc2c(=O)n1Cc1ccccc1 (stereo not drawn)
-0.49	i	CCC(C)(C)NC(=O)C(c1cccn1C)N(C(=O)Cn1nnc2ccccc21)c1ccc(OC)cc1OC (stereo not drawn)
0.04	i	O=S(=O)(Cc1cc(Sc2ccccc2)nc(-c2ccccc2)n1)c1ccccc1
2.4	i	NC(=O)C1CCN(C(=O)c2ccc3ccccc3c2)CC1
-0.11	i	CCN(CC)c1ccc(/C=N/n2c(=S)[nH]nc(C)c2=O)cc1
-0.84	i	O=C(CN1CCOCC1)NN1CC(=O)N(c2ccc(Cl)cc2)CC1=O
0.01	i	Cc1c(C)c2ccc(O[C@@H]3O[C@H](CO)[C@H](O)[C@H](O)[C@H]3O)c(C)c2oc1=O
2.3	i	Nc1cc2c([N+](=O)[O-])cccc2o1
0.54	i	COc1ccc(CCNC(=O)C2CCN(S(=O)(=O)c3ccc(Cl)cc3)CC2)cc1OC
2.3	i	COc1ccc(OC)c(-c2csc(N(Cc3ccco3)C(=O)c3cccs3)n2)c1
1.5	i	CC(C)CC(NC(=O)C(COCc1ccccc1)NC(=O)OC(C)(C)C)C(=O)NN (stereo not drawn)
-0.23	i	COc1ccc(OCC(=O)NNC(=O)c2cc3ccccc3o2)cc1
-0.03	i	Cc1ccc(C)c(S(=O)(=O)N2CCN(C(=O)CSc3ccccc3)CC2)c1
0	i	C[C@@H]1C(=O)O[C@H]2C[C@@]34[C@H]5C[C@@H](C(C)(C)C)[C@]36[C@@H](OC(=O)[C@@H]6O)O[C@@]4(C(=O)O5)[C@]21O
-0.02	i	CCOC(=O)C1CCN(c2c(NCc3ccc(C(=O)NC4CCCC4)cc3)c(=O)c2=O)CC1

More compounds follow:
Kir21 block	KCNQ2 block	SMILES
-1.1	i	O=C(CN1CCOCC1)N/N=C/c1ccccc1
0.75	i	CCc1ccc(N(C(=O)CNC(=O)c2ccco2)C(C(=O)NCC2CCCO2)c2ccccc2)cc1 (stereo not drawn)
1.4	i	O=C(OCc1nnc(-c2ccccc2)o1)c1cccc(-n2cnnn2)c1
0.21	i	CN(C)CCCNC(=O)c1ccc(Cl)c(S(=O)(=O)N(C)c2ccccc2)c1
-1.1	i	O=C(NCC1CCCO1)C1CCN(S(=O)(=O)c2ccccc2)CC1 (stereo not drawn)
-0.49	i	COc1ccccc1C(=O)NCCC(=O)N1CCCC(C(F)(F)F)C1 (stereo not drawn)
1.7	i	COc1c(C)cc(C(=O)C2CCCN(C(=O)Cn3nc(C)nc3C)C2)cc1C (stereo not drawn)
-0.02	i	COc1cccc(CN(CC(=O)NC2CCCC2)C(=O)CCC(=O)Nc2cc(C)on2)c1
0.33	i	CC1(C)CC(=O)c2cc(OCC(=O)O)ccc2O1
-0.37	i	CS(=O)(=O)N(CC(=O)N1CCCCC1)c1cccc(F)c1
-0.55	i	CCCCCCn1c(=O)c(C(=O)N/N=C/c2cccc(F)c2)c(O)c2ccccc21
0.18	i	COC(=O)c1ccc(C(=O)NCCCCO)cc1
0.23	i	Cc1ccc(C)c(NC(=O)CN(C)C(=O)/C=C/c2ccco2)c1
0.19	i	CC(/C=N/NC(=O)COc1ccccc1C)=N\NC(=O)COc1ccccc1C
1.5	-5.9*	O=S(=O)(c1ccc(Cl)cc1)N1CCCC1c1nc(-c2cccc(Cl)c2)no1 (stereo not drawn)

(next part)
Kir21 block	KCNQ2 block	SMILES
-1.9	i	CC(=O)c1ccc(N2C(=O)C3C(C2=O)C(C(=O)c2ccc(Cl)cc2)N2CCCC32)cc1 (stereo not drawn)
1.9	i	O=c1c2oc3nc4c(cc3c2ncn1CCCc1ccccc1)CCCC4
-2.3	i	O=C(Nc1ccc(Cl)c(Cl)c1)N1CC=CCC1
-1.4	i	CCSC1=NC(C)(C)C=C(C)N1
0.05	i	Cc1nc2c(-c3ccccc3)c(C)nn2c(C)c1CC(=O)O
-1.3	i	N#CCC(=O)N1CCN(C(c2ccccc2)c2ccccc2)CC1
-3.6	i	Cc1cc([N+](=O)[O-])nn1CCCC(=O)Nc1cc(Oc2ccccc2)cc([N+](=O)[O-])c1
-0.1	i	Cc1ccccc1OCCCCn1c(CO)nc2ccccc21
-0.05	i	O=C(c1ccc(OC2CCN(CCc3ccccc3)CC2)cc1)N1CCC(CO)CC1
1.6	i	O=C(NC1CC1)C1=C[C@H](c2ccc3c(c2)OCO3)C[C@H](OCc2ccc(CO)cc2)O1
0.78	i	CCCc1[nH]c2ccc(C#N)cc2c1CCC
0.02	i	COc1ccc(C(=O)CSc2nnc(CN3CCCCC3)n2-c2ccc(F)cc2)cc1OC
-0.12	i	COc1ccc(N(CC(=O)Nc2ccc3c(c2)OCO3)S(=O)(=O)c2ccccc2)cc1
-0.01	i	CC(C)CNC(=O)c1cccc(NC(=O)COc2cccc([N+](=O)[O-])c2)c1
-0.04	i	NC(=O)CN1CCN(c2cccc(Cl)c2)CC1

Single records (already shown). Order of values: Kir21 block	KCNQ2 block
`CCSC1=NC(C)(C)C=C(C)N1` is entered as -1.4	i
`CC(C)CNC(=O)c1cccc(NC(=O)COc2cccc([N+](=O)[O-])c2)c1` is entered as -0.01	i
`O=C(Nc1ccc(Cl)c(Cl)c1)N1CC=CCC1` is entered as -2.3	i

Part of the list above, as labelled records:
Cc1ccccc1OCCCCn1c(CO)nc2ccccc21
- Kir21 block = -0.1
- KCNQ2 block = i
Cc1nc2c(-c3ccccc3)c(C)nn2c(C)c1CC(=O)O
- Kir21 block = 0.05
- KCNQ2 block = i

Later entries:
Kir21 block	KCNQ2 block	SMILES
-0.8	i	Cc1ccc2nc(C3CCN(S(=O)(=O)c4ccc5ccccc5c4)CC3)[nH]c2c1
-0.28	i	COc1ccc(C(=O)NCCN2CCN(C(=O)c3ccc(OC)cc3)CC2)cc1
-0.7	i	Cc1cc([N+](=O)[O-])cc2ncccc12
1.9	i	CCCOC(=O)c1c(NC(=O)/C=C/c2cnn(C)c2C)sc(C(=O)OCC)c1C
0.05	i	COC(=O)CNC(c1ccccc1)c1cc(Cl)ccc1NC(=O)c1cccc(Cl)c1 (stereo not drawn)
-0.87	i	Cc1ccccc1C(=O)NNC1CC(=O)N(c2ccc3c(c2)OCCO3)C1=O (stereo not drawn)
-0.12	i	Cc1ccccc1Cn1c(=O)sc2ccccc2c1=O
-1.4	i	Cc1cccc(-n2c(SCc3cc(=O)n4c(C)cccc4n3)nc3[nH]ncc3c2=O)c1
-1.9	i	O=C(C1CCCN(S(=O)(=O)Cc2ccccc2)C1)N1CCC(Cc2ccccc2)CC1 (stereo not drawn)
-0.69	i	COC(=O)c1cccc(NC(=O)c2cccc([N+](=O)[O-])c2)c1
-0.01	i	Cn1c(SCC(=O)c2cccs2)nnc1-c1ccco1
0.01	i	COc1ccc(OCC(=O)Nc2ccc(Cl)cc2)cc1
-0.73	i	CCN(CC(=O)Nc1ccc(C)c(S(=O)(=O)N2CCOCC2)c1)Cc1ccccc1
0.79	i	O=C(O)c1cccnc1SC1CC(=O)N(c2cccc3ccccc23)C1=O (stereo not drawn)
-0.5	i	Cc1ccc(/C=C2\SC(=S)N(CCCC(=O)Nc3ccccn3)C2=O)cc1

(further entries)
Kir21 block	KCNQ2 block	SMILES
1.1	i	CC(=O)c1sc(=S)n(-c2ccc(Cl)cc2)c1C
-0.42	i	Cc1ccc2nc(SCC(=O)Nc3ccc(C)c(Cl)c3)nc(=O)n2c1
0.06	i	COc1ccccc1N1C(=O)Cc2ccccc2C1=O
-0.69	i	O=C1c2ccccc2N2C(=O)c3ccccc3C2N1O (stereo not drawn)
1.3	i	CC(=O)O[C@H]1C[C@@]2(O)[C@@H](OC(=O)c3ccccc3)C3[C@@](C)([C@@H](O)C[C@H]4OC[C@@]34OC(C)=O)[C@@H](O)[C@H](OC(C)=O)C(=C1C)C2(C)C (stereo partly drawn)
0.91	i	CCN1CCN(c2ccc(NC(=O)c3cc(OC)c(OC)c(OC)c3)cc2)CC1
-0.97	i	CN(C)S(=O)(=O)c1cccc(NC(=O)c2cccc(S(=O)(=O)N3CCCCC3)c2)c1
0.12	i	CN(C)/C=C(\C#N)C(N)=C(C#N)C#N
-0.69	i	CC(=O)Nc1nnc(SCc2ccc(F)cc2)s1
-0.25	i	COc1ccc(CNC(=O)c2cc(SC)ccc2Cl)cc1OC
2.6	i	O=c1[nH]c(SCc2ccccc2Cl)nc2c1CCCC2
-1.1	i	COc1cc(NC(=O)[C@H]2CSCN2C(=O)[C@@H]2CCC(=O)N2)cc(OC)c1OC
-0.38	i	Cc1cc(C(=O)NCCCc2ccccc2)no1
2.2	i	CCN(C(=O)CSc1nnc(NCc2ccccc2)s1)C1CCS(=O)(=O)C1 (stereo not drawn)
0.25	i	Cc1ccccc1-n1c(=O)n(Cc2ccccc2)c(=O)c2[nH]cnc21

(cont.)
Kir21 block	KCNQ2 block	SMILES
2	i	Cc1cc(C)nc(NS(=O)(=O)c2ccc(NC(=O)Cn3c(=O)oc4ccccc43)cc2)n1
-1.1	i	Cc1onc(-c2ccccc2)c1C(=O)NCc1cccnc1
0.63	i	COCCCN1C(=O)C(=O)/C(=C(/O)c2ccc(S(=O)(=O)N3CCOCC3)cc2)C1c1ccc(F)cc1 (stereo not drawn)
-1.6	i	N#CCCN(C1CCCCC1)S(=O)(=O)c1cccc2nsnc12
-0.44	-6.2*	O=C(NCC1COc2ccccc2O1)c1ccc(Br)s1 (stereo not drawn)
0.44	i	CC1CCN(C(=O)CSC2=NS(=O)(=O)c3cc(F)ccc3N2)CC1
0.97	i	OC1(c2cccc(C(F)(F)F)c2)CCN(Cc2nnnn2Cc2ccccc2)CC1
-1.4	i	S=C(NCc1ccccc1)NNc1ccccc1
-0.43	i	CC1(C)OC(=O)N(Cc2ccco2)C1(C)O (stereo not drawn)
-0.28	i	Cc1oc(-c2ccc(Cl)cc2)nc1CS(=O)CC(=O)NCCN1CCCCCC1 (stereo not drawn)
0.55	i	Cc1cc2n(n1)C(c1c[nH]c3ccccc13)Nc1ccccc1-2 (stereo not drawn)
0.77	i	COc1ccc(C(C(=O)NC(C)(C)C)N(Cc2ccccc2)C(=O)CCC(=O)Nc2cc(C)on2)cc1 (stereo not drawn)
0.98	i	O=C(c1cc(COc2ccc3ncccc3c2)on1)N1CCCCCC1

Looked up above.
Kir21 block with `CCN1CCN(c2ccc(NC(=O)c3cc(OC)c(OC)c(OC)c3)cc2)CC1` is entered as 0.91
Kir21 block with `COc1ccc(CNC(=O)c2cc(SC)ccc2Cl)cc1OC` is entered as -0.25
Kir21 block with `Cc1nc(C(=O)N2CCCC(Nc3ccc(C)c(C)c3)C2)cs1` (stereo not drawn) is entered as 0.13
Kir21 block with `CC(=O)c1sc(=S)n(-c2ccc(Cl)cc2)c1C` is entered as 1.1
